# Yp Topo-I inh: Y. pestis Topo-I inhibition via cleavage products; Y. pestis Topo-I cleavage product accumulation, plate reader; activity, % at 10 µM; 0.064% of 360,000 active; in the data active = activity above about 50%, passing the limit was not always enough; also: inactives centre near 2
# BoNT-A LC inh2: BoNT A light chain protease inhibition; inhibition, % at 10 µM; multiplex microsphere protease substrate cleavage, flow cytometry; 0.17% of 360,000 active; AID 588499; also: plate controls were buffer without enzyme for full effect and enzyme alone for no effect
# Vc quorum ag: inducers of Vibrio cholerae quorum light production without autoinducers; activation, % at 18.7 µM; V. cholerae BH1578 lux reporter, luminescence, 6 h; 0.16% of 350,000 active; in the data active = activation mostly above about 9.7%, no sharp cut-off; also: not every result past the cut was called active; inactives centre near 0; reference of the scale not given here
# Anthrax LF prot: blocks Bacillus anthracis lethal factor protease; P15917; multiplex microsphere protease cleavage assay, LF; inhibition, % at 10 µM; AID 588501; 0.12% of 360,000 active; also: plate controls were buffer without enzyme for full effect and enzyme alone for no effect
# SARS 3CLpro inh: SARS-CoV 3CLpro protease inhibition | P0C6X7 | recombinant SARS-CoV 3CLpro, quenched FRET peptide cleavage | inhibition, % at 6 µM | 0.14% of 290,000 active; in the data active = inhibition above about 12%
# PfHsp40 yeast: restores yeast growth despite PfHsp40 toxicity | growth rescue, % at 12.5 µM | AID 504582 | S. cerevisiae expressing PfHsp40, growth rescue, ATP luminescence | 0.68% of 340,000 active; in the data active = growth rescue above about 28%, passing the limit was not always enough;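 also: yeast W303a lacking pdr1 and pdr3 grown in galactose medium; growth measured after three days at 30 °C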
# CCHF vOTU inh: CCHFV vOTU protease inhibition; 0.55% of 370,000 active; inhibition, % at 11.5 µM; AID 651958; Pep-AMC fluorescence; in the data active = inhibition above about 30%; also: 0% = vehicle wells with enzyme and 100% = no enzyme wells
# DUSP3 inh: inhibitors of human VHR1 phosphatase (DUSP3); 0.52% of 290,000 active; inhibition, % at 13.3 µM; recombinant VHR phosphatase, pNPP absorbance; P51452; AID 1654; in the data active = inhibition above about 50%; also: some compounds called inactive have numbers as strong as hits
# TcdB GH inh: TcdB glycohydrolase inhibition | P18177 | AID 652162 | TcdB glycohydrolase enzymatic assay, plate reader | inhibition, % at 9.99 µM | 0.24% of 350,000 active; in the data active = inhibition above about 10%
# PriA SSB inh: K. pneumoniae PriA-SSBct interaction inhibition; AlphaScreen SSBct-PriA binding, biotinylated peptide; inhibition, % at 33 µM; 0.6% of 430,000 active; in the data active = inhibition mostly above about 37%, no sharp cut-off; inactive = mostly below about 20%;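 also: plate controls were negative control peptide for no effect and reference peptide for full effect; strong numbers were not always called active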
# Numbers without * were called inactive; i = inactive; x = not tested or not shown. Rule as the data show it, unless noted: active = inhibition above about 30%; inconclusive = no clear call, values can overlap the other calls; inactive = below that. An excerpt, so the mix of outcomes need not match the whole.
SMILES,Yp Topo-I inh,BoNT-A LC inh2,Vc quorum ag,Anthrax LF prot,SARS 3CLpro inh,PfHsp40 yeast,CCHF vOTU inh,DUSP3 inh,TcdB GH inh,PriA SSB inh
Clc1ccc(/C=C/c2nc(Cl)c(-c3ccc(Cl)cc3)c(Cl)n2)cc1,4,-2.0,i,4,4,-0.4,-12,-6,1.4,-16
CN(C)S(=O)(=O)c1cccc(C(=O)OCC(=O)Nc2sccc2C#N)c1,5,-0.5,i,-4,4,-0.8,x,-2,0.9,-7
CCN(CC)S(=O)(=O)c1cccc(C(=O)Nc2cc(C)on2)c1,-2,-0.2,i,11,5,1.5,-8,2,0.6,-8
Cc1ccc(C(=O)NCCc2ccc(F)cc2)s1,-1,0.7,-0.5,-1,1,-2.1,-2,-2,1.8,-9
O=C1S/C(=C\C=C\c2ccco2)C(=O)N1c1ccccc1,-4,-0.4,i,-2,5,-1.3,10,8,x,-5
c1nc(N2CCC3(CC2)OCCO3)c2c3c(sc2n1)CCCC3,17,-0.2,3.6,0,-1,3.0,6,2,x,-20
CCOc1ccccc1C1NC(=O)NC(C)=C1C(=O)OCc1ccccc1 (stereo not given),10,-2.6,-0.4,-17,-1,2.7,-5,20,1.2,-6
CC(Oc1ccc(C#N)cc1)C(=O)c1ccc(F)c(F)c1 (stereo not given),6,-0.5,-0.2,3,0,-0.6,2,14,1.2,-16
CCN(C[C@H]1N[C@@](C)(C(=O)OC)[C@H]2C(=O)N(Cc3ccccc3)C(=O)[C@@H]12)C(=O)NC(C)C,-3,-0.4,-0.6,0,x,0.4,-4,x,-2.2,-4
COc1ccc(NC(=S)N2CCN(S(=O)(=O)c3ccccc3)CC2)cc1OC,-11,-2.5,i,3,-2,-0.8,-5,19,-0.4,4
CC[C@]12c3[nH]c4ccccc4c3CCN1C(=O)C(CC(=O)NCc1ccco1)C[C@@H]2C(=O)N1CCN(C(=O)c2ccco2)CC1 (stereo not given in full),24,-0.1,-0.5,2,x,-0.1,1,x,-0.1,3
O=C(CC(C(=O)N1CCc2ccccc21)n1ccnc1)NCc1ccccc1 (stereo not given),-1,9.5,i,-5,0,-0.3,-7,24,-15,-3

# Laid out differently: entries from further up
# Order of results: Yp Topo-I inh	BoNT-A LC inh2	Vc quorum ag	Anthrax LF prot	SARS 3CLpro inh	PfHsp40 yeast	CCHF vOTU inh	DUSP3 inh	TcdB GH inh	PriA SSB inh
Clc1ccc(/C=C/c2nc(Cl)c(-c3ccc(Cl)cc3)c(Cl)n2)cc1
 : 4	-2.0	i	4	4	-0.4	-12	-6	1.4	-16
CN(C)S(=O)(=O)c1cccc(C(=O)OCC(=O)Nc2sccc2C#N)c1
 : 5	-0.5	i	-4	4	-0.8	x	-2	0.9	-7
CCN(CC)S(=O)(=O)c1cccc(C(=O)Nc2cc(C)on2)c1
 : -2	-0.2	i	11	5	1.5	-8	2	0.6	-8

# Next section:
SMILES,Yp Topo-I inh,BoNT-A LC inh2,Vc quorum ag,Anthrax LF prot,SARS 3CLpro inh,PfHsp40 yeast,CCHF vOTU inh,DUSP3 inh,TcdB GH inh,PriA SSB inh
COc1ccccc1CNC(=O)[C@@H](NC(=O)C1CCN(C(=O)[C@@H]2CCCN2C(=O)OC(C)(C)C)CC1)C(C)C,4,0.6,-0.4,0,-3,5.4,3,13,-3.4,-5
C/C(NCC(C)(C)CN(C)C)=C(/C#N)C(=O)NCc1ccccc1,9,0.6,i,-9,-2,0.9,-3,22,x,-27
CCOC(=O)c1sc(/N=C/c2c(O)n(-c3ccccc3)c(=O)[nH]c2=O)c(C#N)c1C,-7,0.3,-0.2,3,-5,0.3,13,8,x,x
CCc1ccc(S(=O)(=O)Nc2cccc(-c3ccc4nncn4n3)c2)s1,-5,0.1,-0.1,-2,6,-1.0,13,18,0.2,-5
CC1=C(C(=O)Nc2ccccc2C)C2(CCCCC2)C(C(N)=O)C(=S)N1 (stereo not given),4,-0.2,4.2,0,-10,0.3,1,-2,-0.2,-14
COc1ccc(OC)c(/C=N\NC(=O)c2ccc(-c3ccccc3)cc2)c1,9,-1.8,-1.2,0,2,-0.2,-9,26,1.5,x
CCNC(=O)NC(=O)CSc1nnc(-c2c[nH]c3ccccc23)o1,3,-1.4,-0.1,5,3,-0.1,6,3,0.4,-11
O=S(=O)(c1ccccc1Oc1ccc(Cl)cc1Cl)N1CCCCC1,8,7.0,i,2,-1,-1.4,-7,-11,-0.3,-11
Cc1c(C(=O)Nc2nccs2)oc2ccc(Br)cc12,-3,-0.2,-7.1,-7,x,-0.2,6,x,0.2,-1
Cc1cc(C)c2c(=O)[nH]c(SCc3ccccc3C)nc2n1,-4,1.3,-0.8,-1,0,-0.8,18,6,-0.2,-15
Cn1c(=O)c2c(nc(OCC3COC(C)(C)O3)n2Cc2ccccc2F)n(C)c1=O (stereo not given),3,0.0,-0.5,5,3,0.6,-4,19,x,-17
O=C(N1CCOCC1)N1CCC(n2nnc3cc(F)ccc32)CC1,4,2.6,2.9,3,-1,-0.2,-5,0,x,-8
O=C(Cc1ccccc1)Nc1ccc(NC(=O)c2cccs2)cc1Cl,6,-0.2,i,1,1,-1.4,5,1,0.6,-9
Oc1ccc(/C=C/c2ccnc3ccccc23)cc1,-9,0.7,-0.1,-2,-3,1.4,9,-14,x,2
COc1ccc(S(=O)(=O)Nc2ccc(NC(C)=O)cc2)cc1Br,1,0.3,-0.4,-4,4,0.6,10,20,-0.3,-13
CC(Sc1nc2ccccc2s1)C(=O)N1CCOCC1 (stereo not given),5,0.5,-5.0,2,1,0.5,10,-6,x,-10
Cc1ccc(C(C(=O)NC2CCCC2)N(Cc2ccc3c(c2)OCO3)C(=O)c2snc(C(N)=O)c2N)cc1 (stereo not given),3,-0.2,0.9,2,5,1.5,-13,-15,0.6,-1
COC(=O)CNC(=O)/C=C/c1ccc(OC)cc1,2,0.3,-0.2,-6,6,-0.4,x,4,0.5,-6
CC(=O)Nc1ccc(NC(=O)c2ccc(N(Cc3ccccc3C)S(C)(=O)=O)cc2)cc1,-3,0.0,i,-1,x,-0.7,-2,x,0.3,-12
Cc1ccc(N(CC(=O)NCc2ccccc2)S(=O)(=O)c2c(C)noc2C)cc1,-2,1.0,-5.3,0,-3,-0.7,15,11,-2.3,-7
CC(C)c1ccccc1NC(=O)c1cccnc1,-1,0.4,i,4,-2,0.0,6,28,x,-22
CCn1c(O)c(C=NCc2ccccc2)sc1=S,-1,-0.6,0.9,-3,-5,1.5,-5,5,3.2,6
Cc1cccc(OCCn2c(=O)sc3ccccc32)c1,36,-0.3,i,-2,0,0.2,5,18,x,-77
O=C(Nc1ccc(O)c2c(=O)cc(-c3ccccc3Cl)oc12)c1ccc(F)cc1,-10,-0.3,-0.5,-1,x,2.4,-1,14,1.0,1
CCOc1ccc(Cl)cc1-c1cc(C(=O)NCc2ccccc2)[nH]n1,2,1.4,-0.4,5,x,x,8,x,0.5,x
CC(C)(O)C(O)COc1c2ccoc2cc2oc(=O)ccc12 (stereo not given),6,0.1,-0.6,5,-1,-1.2,6,30,-3.5,40*
Cc1ccc(CCNCc2c(C(=O)O)c(C)n(-c3ccccc3)c2C)cc1,6,-1.6,-0.6,-11,0,-0.7,13,-22,-6.5,8
COc1ccc(NC2CCCN(C(=O)c3ccc(C(C)=O)s3)C2)cc1 (stereo not given),-3,-0.5,-0.5,0,2,0.0,8,4,5.2,5
O=S(=O)(c1ccc(F)cc1)c1nc(-c2ccco2)oc1Nc1ccccc1,1,0.2,0.4,-2,2,-0.2,-1,-8,0.8,28
CC(=O)N1CCN(Cc2nc3cc(NC(=O)c4cccc(Br)c4)ccc3n2C)CC1,15,0.1,-0.5,-6,-3,0.8,-9,31,-0.7,-13
c1ccc(-c2ccc(CN3C[C@@H]4C(c5ccccc5)C5(c6cccnc6)CC4(C5)[C@H]3c3ccccc3)cc2)cc1 (stereo not given in full),3,-0.5,i,-5,x,-1.7,26,0,-1.8,-3
Cc1ccc(Sc2oc(/C=N/n3cnnc3)cc2Br)cc1,22,0.0,-0.5,-3,2,1.7,8,-16,1.7,x
COc1ccccc1C(CNC(=O)c1oc2ccccc2c1C)N1CCCC1 (stereo not given),5,0.8,i,-9,x,0.2,-17,x,2.8,1
CCCC(=O)NC(c1ccc2c(c1)OCO2)c1cc(Cl)c2cccnc2c1O (stereo not given),-3,0.8,-0.2,0,-4,-0.4,x,4,x,-2
O=C(NC1CCCC1)c1cccc2c1C(=O)c1ccc(Cl)cc1S2(=O)=O,8,0.3,-0.7,-2,x,-1.1,-8,x,-0.2,-14
CCCCNC(=O)CO/N=C(\C)c1cc2ccccc2o1,0,0.2,-0.4,2,4,-0.3,-22,7,x,x
Cn1c(=O)[nH]c(=O)c2c1nc(SCCO)n2CC(O)COc1ccccc1 (stereo not given),2,-1.3,-0.2,2,-6,-1.2,2,-23,0.5,1
N/C(CCS(=O)(=O)c1ccc(Cl)cc1)=N\OC(=O)c1ccccc1C(F)(F)F,-12,0.2,-0.3,1,5,-1.1,-3,27,7.5,x
Cc1cc(OCC(=O)Nc2ccccc2C)no1,2,-0.1,-2.1,-4,x,4.0,16,x,1.0,-4
CC1CC(C)CN(C(=O)c2ccc3c(=O)n(Cc4ccc5c(c4)OCO5)c(=S)[nH]c3c2)C1 (stereo not given),20,3.1,-0.4,-12,2,-0.3,7,14,x,9
Cc1cc(Cn2nc(C(=O)NCc3cccc(C(F)(F)F)c3)cc2-c2ccccc2)on1,16,-0.3,2.2,-8,x,5.2,5,x,0.3,1
CC1(C)CC(=O)C(CSC(=O)c2ccccc2)C(=O)C1,9,0.0,-0.3,-2,x,x,1,x,0.8,x
N#CC1=C(C=Nc2ccccc2O)CCC1,6,-0.4,i,-2,-8,1.3,-12,-2,x,-13
O=C(c1cc2c(s1)CCCCCC2)N1CCC2(CC1)OCCO2,30,-0.9,-0.4,-1,-1,-0.2,23,-12,x,-9
CCc1nc2ccc(C(=O)N3CCN(S(=O)(=O)CC)CC3)cn2c1N(C)Cc1cccs1,9,-0.3,1.0,-1,x,x,-11,x,0.1,x
O=C(C[n+]1ccn(CCCNP2(=O)C=C(c3ccccc3)OC(c3ccccc3)=C2)c1)c1ccccc1,13,-0.4,0.0,6,5,1.8,19,-2,1.7,-10

# Three records drawn at random from those above:
SMILES,Yp Topo-I inh,BoNT-A LC inh2,Vc quorum ag,Anthrax LF prot,SARS 3CLpro inh,PfHsp40 yeast,CCHF vOTU inh,DUSP3 inh,TcdB GH inh,PriA SSB inh
Cc1cc(OCC(=O)Nc2ccccc2C)no1,2,-0.1,-2.1,-4,x,4.0,16,x,1.0,-4
N#CC1=C(C=Nc2ccccc2O)CCC1,6,-0.4,i,-2,-8,1.3,-12,-2,x,-13
N/C(CCS(=O)(=O)c1ccc(Cl)cc1)=N\OC(=O)c1ccccc1C(F)(F)F,-12,0.2,-0.3,1,5,-1.1,-3,27,7.5,x
